ROS inducer = raises reactive oxygen species in U2OS cancer cells; U2OS ROS induction, H2DCF-DA fluorescence; ROS induction (% of piperlongumine), % at 10 µM; 46,000 tested, 2% active; in the data active means ROS induction above about 79%, passing the limit was not always enough; inconclusive means no clear call, values can overlap the other calls;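 further: 0% = DMSO vehicle median and 100% = reference compound median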
Numbers without * were called inactive; ? = inconclusive.

O=C(c1ccccc1)c1cc(Br)ccc1NC(=O)C1CC=CCC1C(=O)O (centres undefined)
  ROS inducer: 1
CC(C)NC(=O)Nc1ccc2c(c1)C(=O)N([C@@H](C)CO)C[C@H](C)[C@H](CN(C)C(=O)Nc1ccc3c(c1)OCO3)O2
  ROS inducer: 6
O=C(CCCCCCC(=O)Nc1ccccc1O)N/N=C/c1c(O)ccc2ccccc12
  ROS inducer: 45
Cc1cccc(-n2c(SCC(=O)c3ccccc3)nnc2-c2cccs2)c1C
  ROS inducer: 11
C[C@@H]1CN([C@@H](C)CO)C(=O)c2cccc(NC(=O)c3nc4ccccc4s3)c2O[C@@H]1CN(C)Cc1ccc(C(=O)Nc2ccccc2N)cc1
  ROS inducer: 13
Cc1ccsc1/C=N/NC(=O)CCCCCC(=O)O
  ROS inducer: -19
C/S(=N/C(=O)Nc1ccc(Cl)cc1)c1ccc(OC(=O)c2ccc(Cl)cc2)cc1 (centres undefined)
  ROS inducer: -1
C[C@@H]1CN([C@@H](C)CO)C(=O)c2cccc(NC(=O)c3cnccn3)c2O[C@@H]1CN(C)Cc1ccccc1
  ROS inducer: -1
C[C@H]1CN([C@@H](C)CO)C(=O)c2cccc(NC(=O)C3CCCCC3)c2O[C@@H]1CN(C)C(=O)Nc1ccc2c(c1)OCO2
  ROS inducer: -6
C[C@@H]1CN([C@H](C)CO)C(=O)Cc2cc(NC(=O)Nc3ccc(C(F)(F)F)cc3)ccc2O[C@@H]1CN(C)S(=O)(=O)c1cn(C)cn1
  ROS inducer: 3
Cc1noc(C)c1NC(=O)Nc1cccc2c1O[C@@H](CN(C)CC1CCCCC1)[C@@H](C)CN([C@@H](C)CO)C2=O
  ROS inducer: -5
CCn1c(SCC(=O)Nc2ccccc2C(F)(F)F)nnc1-c1ccc(N)cc1
  ROS inducer: -1
O=C(O)COc1ccc2occ(C(=O)c3ccccc3)c2c1
  ROS inducer: 24
C/C=C/C1=CC(=O)[C@H](O)[C@H]1O
  ROS inducer: 41
CCc1cccc(NC(=S)N2CCC(c3ccccc3)C2)c1 (centres undefined)
  ROS inducer: 7
CS(=O)(=O)N(CC(=O)Nc1cccc(C(F)(F)F)c1)Cc1ccccc1
  ROS inducer: -9
CCC(C(=O)OC)n1cnc2c(nnn2-c2cccc(Cl)c2)c1=O (centres undefined)
  ROS inducer: 1
C[C@H]1CN([C@@H](C)CO)C(=O)Cc2cc(NS(=O)(=O)c3ccc(Cl)cc3)ccc2O[C@H]1CN(C)S(C)(=O)=O
  ROS inducer: 7
Cc1ccc(S(=O)(=O)N(C)C[C@@H]2Oc3c(NS(=O)(=O)c4ccccc4)cccc3C(=O)N([C@H](C)CO)C[C@H]2C)cc1
  ROS inducer: -5
COc1ccc(S(=O)(=O)N(C)CC(=O)O)cc1
  ROS inducer: -7
C[C@H]1CN([C@@H](C)CO)C(=O)CCCn2cc(nn2)CO[C@@H]1CN(C)C(=O)CCC(F)(F)F
  ROS inducer: -14
O=C(CC1NCCNC1=O)Nc1cccc([N+](=O)[O-])c1 (centres undefined)
  ROS inducer: ?
C[C@@H]1CN([C@@H](C)CO)C(=O)Cc2cc(NC(=O)c3ccncc3)ccc2O[C@@H]1CN(C)Cc1ccc2c(c1)OCO2
  ROS inducer: 1
O=C(NC(c1ccccc1)c1ccccc1)c1cccnc1
  ROS inducer: -2
C[C@H](CO)N1C[C@H](C)[C@@H](CN(C)Cc2ccc(Cl)c(Cl)c2)Oc2ccc(NC(=O)C3CCCCC3)cc2C1=O
  ROS inducer: 4

CCN(C(=O)c1cccc2c1SCCC2=O)c1cc(Cl)ccc1OC
  ROS inducer: -9
COc1ccc(N(CC(=O)Nc2ccc(C(F)(F)F)cc2)S(C)(=O)=O)cc1Cl
  ROS inducer: -1
C[C@@H]1CN([C@H](C)CO)C(=O)c2cc(NC(=O)CCC(F)(F)F)ccc2O[C@H]1CN(C)S(C)(=O)=O
  ROS inducer: -9
Cc1nc2ccccc2c(=O)n1/N=C/c1ccc(Cl)c(Cl)c1
  ROS inducer: -10
CC(C)NC(=O)Nc1ccc2c(c1)CC(=O)N([C@@H](C)CO)C[C@H](C)[C@@H](CN(C)Cc1ccc(-c3ccccc3)cc1)O2
  ROS inducer: 3
O=C(Nc1ccc(F)cc1F)c1cnccn1
  ROS inducer: -10
CCCNC(=O)[C@@H]1c2ccccc2C(=O)N(CC23CC4CC(CC(C4)C2)C3)[C@H]1c1ccc(CO)cc1
  ROS inducer: 5
CN(C(=O)c1ccc2c(c1)C(=O)N(CCC1=CCCCC1)C2=O)C1CCCCC1
  ROS inducer: 39
C[C@H]1CN([C@@H](C)CO)C(=O)c2cccc(NC(=O)Nc3cccc4ccccc34)c2O[C@H]1CN(C)C
  ROS inducer: -9
C[C@H]1CN([C@@H](C)CO)C(=O)c2cccc(NS(=O)(=O)c3cn(C)cn3)c2O[C@H]1CN(C)Cc1ccc(C(F)(F)F)cc1
  ROS inducer: 6
COc1ccc(S(=O)(=O)Nc2cccc3c2O[C@H](CN(C)Cc2ccc(C(=O)Nc4ccccc4N)cc2)[C@@H](C)CN([C@@H](C)CO)C3=O)cc1
  ROS inducer: 20
CCOC(=O)c1c(NC(=O)CSc2nc3ccccc3o2)sc(C)c1C
  ROS inducer: 4
O=C1NC(=O)N(c2ccccc2F)C(=O)/C1=C/c1cn(CC(=O)N2CCCC2)c2ccccc12
  ROS inducer: 100*
C[C@H](CO)N1C[C@H](C)[C@H](CN(C)Cc2ccncc2)Oc2ccc(NC(=O)CCCN(C)C)cc2C1=O
  ROS inducer: -4
C[C@H](CO)N1C[C@H](C)[C@H](CN(C)Cc2ccc(C(=O)Nc3ccccc3N)cc2)Oc2ccc(NC(=O)Nc3ccc4c(c3)OCO4)cc2CC1=O
  ROS inducer: 36
C[C@H](CO)N1C[C@H](C)[C@H](CN(C)S(=O)(=O)c2cccc(C#N)c2)OCc2cnnn2CCCC1=O
  ROS inducer: -3
C[C@@H]1CN([C@H](C)CO)C(=O)Cc2cc(NS(=O)(=O)c3ccc(Cl)cc3)ccc2O[C@H]1CN(C)C
  ROS inducer: 6
Cc1noc(C)c1NC(=O)Nc1ccc2c(c1)C(=O)N([C@@H](C)CO)C[C@@H](C)[C@@H](CN(C)Cc1ccc(C(=O)O)cc1)O2
  ROS inducer: -4
O=C(NCCc1ccccc1)c1ccc2c(c1)N(Cc1ccccc1)CCS2
  ROS inducer: 4
COc1ccc(CN(C)C[C@H]2Oc3c(NS(=O)(=O)c4ccc(C)cc4)cccc3C(=O)N([C@H](C)CO)C[C@@H]2C)cc1
  ROS inducer: -1
Cc1c(C(=O)O)oc2ccc(S(=O)(=O)NC3CCCCC3C)cc12 (centres undefined)
  ROS inducer: -1
C[C@@H]1CN([C@@H](C)CO)C(=O)c2cccc(NC(=O)c3nc4ccccc4s3)c2O[C@H]1CN(C)Cc1ccncc1
  ROS inducer: 31
CCCn1c(SCC(=O)N2c3ccccc3Sc3ccccc32)nc2ccccc21
  ROS inducer: 6
C[C@@H]1CN([C@H](C)CO)C(=O)CCCn2cc(nn2)CO[C@H]1CN(C)C(=O)c1cc(-c2ccccc2)on1
  ROS inducer: -6
COc1ccc(-c2csc(-c3c(C)noc3N(C(C)=O)C(C)=O)n2)cc1
  ROS inducer: 13

Cc1noc(C)c1S(=O)(=O)Nc1ccc2c(c1)C(=O)N([C@H](C)CO)C[C@H](C)[C@@H](CN(C)S(=O)(=O)c1ccc(Cl)cc1)OCCCC[C@@H](C)O2
  ROS inducer: 8
O=C(NC1CCN(C(=O)c2c(Cl)cccc2Cl)CC1)C1CCCCC1
  ROS inducer: -3
C[C@H]1CN([C@@H](C)CO)C(=O)Cc2cc(NC(=O)Nc3ccc4c(c3)OCO4)ccc2O[C@@H]1CN(C)Cc1ccncc1
  ROS inducer: -1
N#CSCC(=O)C12CC3CC(CC(C3)C1)C2
  ROS inducer: 55
C[C@H](CO)N1C[C@H](C)[C@H](CN(C)C(=O)NC2CCCCC2)Oc2ncc(C#Cc3cccc(F)c3)cc2C1=O
  ROS inducer: 39
C[C@@H]1CN([C@H](C)CO)C(=O)CCCn2cc(nn2)CO[C@H]1CN(C)C(=O)Nc1ccc(N2CCCCC2)cc1
  ROS inducer: 10
C[C@H]1CN([C@@H](C)CO)C(=O)c2cc(NC(=O)Nc3ccccc3)ccc2O[C@@H]1CN(C)Cc1ccncc1
  ROS inducer: 0
CCC(Sc1nc2ccccc2c2nc3ccccc3n12)C(=O)N1CCOCC1 (centres undefined)
  ROS inducer: 15
O=[N+]([O-])c1ccccc1NCCNS(=O)(=O)c1ccc(Cl)c(Cl)c1
  ROS inducer: -7
COc1cc(OC)c(C2=NOC(C(=O)Nc3sc4c(c3C#N)CCCC4)C2)cc1Cl (centres undefined)
  ROS inducer: 7
C=CCc1ccc(O[C@@H]2O[C@H](CO[C@@H]3O[C@@H](C)[C@H](O)[C@@H](O)[C@H]3O)[C@@H](O)[C@H](O)[C@H]2O)c(O)c1
  ROS inducer: 2
C[C@H](CO)N1C[C@H](C)[C@@H](CN(C)CC2CCCCC2)Oc2c(NC(=O)c3ccc(-c4nccs4)cc3)cccc2C1=O
  ROS inducer: 48
Cc1cc(C(=O)Nc2cccc3c2O[C@H](CN(C)C(=O)NC(C)C)[C@H](C)CN([C@H](C)CO)C3=O)n(C)n1
  ROS inducer: -9
C[C@H](CO)N1C[C@H](C)[C@@H](CN(C)S(C)(=O)=O)Oc2ccc(NC(=O)Nc3ccc(C(F)(F)F)cc3)cc2C1=O
  ROS inducer: -4
CCOC(=O)c1cc(Sc2ccccc2NC(=O)c2ccccc2)cc(C(=O)OCC)n1
  ROS inducer: 21
CCCN(CCc1ccccc1)C1CCc2c(O)cccc2C1 (centres undefined)
  ROS inducer: 1
Cc1noc(C)c1NC(=O)Nc1cccc2c1O[C@@H](CN(C)Cc1ccc3c(c1)OCO3)[C@H](C)CN([C@@H](C)CO)C2=O
  ROS inducer: 1
C[C@@H]1CN([C@@H](C)CO)C(=O)c2cc(NC(=O)Nc3ccccc3)ccc2O[C@@H]1CN(C)Cc1ccc2c(c1)OCO2
  ROS inducer: 10
Cc1ccc(NC(=O)Cn2nc([N+](=O)[O-])c(Br)c2C)cc1C
  ROS inducer: -5
COc1ccc(S(=O)(=O)Nc2cccc3c2O[C@@H](CN(C)C(=O)Nc2ccc(C(F)(F)F)cc2)[C@@H](C)CN([C@H](C)CO)C3=O)cc1
  ROS inducer: 20
CC(=O)Nc1cc(C(=O)N2CCN(c3cc(Cl)ccc3C)CC2)ccc1Sc1ccc(F)cc1
  ROS inducer: 8
COc1cc(NC(=O)CCN2CCOCC2)cc(OC)c1
  ROS inducer: -8
CCn1c(C(=O)N2CCC(C(=O)N3CCCCC3)CC2)cc2sccc21
  ROS inducer: -7
C[C@@H]1CN([C@H](C)CO)C(=O)Cc2cc(NS(=O)(=O)c3ccc(F)cc3)ccc2O[C@@H]1CN(C)S(=O)(=O)c1ccc(F)cc1
  ROS inducer: 11
CCCCN(C)c1ccc(C(=O)OC)cc1NC(=S)Nc1cccc(C)c1
  ROS inducer: 2

Exported with tabs: part of the list above.
mol	ROS inducer
C[C@H](CO)N1C[C@H](C)[C@@H](CN(C)S(C)(=O)=O)Oc2ccc(NC(=O)Nc3ccc(C(F)(F)F)cc3)cc2C1=O	-4
CCOC(=O)c1cc(Sc2ccccc2NC(=O)c2ccccc2)cc(C(=O)OCC)n1	21
CCCN(CCc1ccccc1)C1CCc2c(O)cccc2C1 (centres undefined)	1

Following part
C[C@@H]1CN([C@@H](C)CO)C(=O)c2cccc(NC(=O)Nc3ccccc3)c2O[C@@H]1CN(C)C
  ROS inducer: -10
O=C(C/C(=C1/Cc2ccccc2C1=O)c1ccccc1)c1ccccc1
  ROS inducer: -1
O=S(=O)(NCC1CCN(Cc2ccc(OCCO)cc2)CC1)c1ccccc1
  ROS inducer: 9
Cc1cc(NC(=O)Cn2nc([N+](=O)[O-])cc2C)ccc1Br
  ROS inducer: 2
C[C@H](CO)N1C[C@H](C)[C@@H](CN(C)CC2CCCCC2)OCc2cnnn2CCCC1=O
  ROS inducer: -4
Cc1ccc(S(=O)(=O)N2CCN(C(=O)CSc3nnc4sc5ccccc5n34)CC2)cc1
  ROS inducer: -2
COc1ccc(S(=O)(=O)Nc2ccc3c(c2)C(=O)N([C@H](C)CO)C[C@@H](C)[C@H](CN(C)S(=O)(=O)c2ccccc2)O3)cc1
  ROS inducer: 5
C[C@@H]1CN([C@@H](C)CO)C(=O)Cc2cc(NC(=O)Cn3cnnn3)ccc2O[C@@H]1CN(C)C(=O)Nc1ccc2c(c1)OCO2
  ROS inducer: 3
CCOC(=O)c1cn(Cc2cccc(Cl)c2)c2cc(C)nn2c1=O
  ROS inducer: 2
Cn1c(O)c(C=Nc2cccc(CO)c2)c2ccccc21
  ROS inducer: 22
C[C@@H]1CCCCO[C@@H](CN(C)S(C)(=O)=O)[C@@H](C)CN([C@H](C)CO)C(=O)c2cc(N(C)C)ccc2O1
  ROS inducer: -15
C[C@@H]1CN([C@@H](C)CO)C(=O)c2cccc(NC(=O)c3ccncc3)c2O[C@H]1CN(C)S(=O)(=O)c1cn(C)cn1
  ROS inducer: -7
C[C@H]1CN([C@@H](C)CO)C(=O)Cc2cc(NC(=O)CCC(F)(F)F)ccc2O[C@@H]1CN(C)Cc1ccccc1
  ROS inducer: -4
C[C@@H]1CCCCO[C@H](CN(C)C(=O)CCC(F)(F)F)[C@@H](C)CN([C@H](C)CO)C(=O)c2cc(N(C)C)ccc2O1
  ROS inducer: 4
CCOC(=O)c1sc(S(C)(=O)=O)c2c1CC(C)(C)C/C2=N/O
  ROS inducer: 0
Cc1cccc(NC(=O)c2ccccc2NC(=O)COc2cccc([N+](=O)[O-])c2)c1C
  ROS inducer: -5
C[C@@H]1CN([C@@H](C)CO)C(=O)c2cc(NC(=O)CCCCCC(=O)Nc3ccccc3N)ccc2O[C@H]1CN(C)C(=O)Nc1cccc2ccccc12
  ROS inducer: -7
Cc1noc(C)c1NC(=O)N(C)C[C@H]1Oc2ccc(NC(=O)c3ccncc3)cc2C(=O)N([C@H](C)CO)C[C@@H]1C
  ROS inducer: -3
Cc1noc(C)c1NC(=O)N(C)C[C@@H]1Oc2ncc(C#CCN(C)C)cc2C(=O)N([C@H](C)CO)C[C@@H]1C
  ROS inducer: 12
CC(=O)N1N=C(N)SC12CCCC2
  ROS inducer: -11
C[C@H]1CN([C@@H](C)CO)C(=O)Cc2cc(N(C)C)ccc2O[C@@H]1CN(C)C(=O)Nc1ccc2c(c1)OCO2
  ROS inducer: 1
C[n+]1ccc(/C=C/c2ccccc2O)c2ccccc21
  ROS inducer: 4

Screening results: PubChem, Broad Institute

Only part of the results is shown. The share of hits here may be higher or lower than overall.
